HT1080 IDH1KD tx: toxicity to HT-1080 IDH1 knockdown cells (counter line) | AID 686971 | 360,000 compounds, 2% hits | Potency, µM (series often up to 46.1 µM), for the others: at the highest dose activity, negative = toxicity, hits mostly cytotoxic | HT-1080 IDH1 knockdown viability, ATP luminescence, 48 h;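 also: 0% = DMSO wells and -100% = cell-free medium wells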
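HT-1080-IDH1KD cells (IDH1 knocked down), 750/well in RPMI with 5% FBS, treated with compound 48 h at 37 degrees C. Viability by CellTiter-Glo luminescence, normalised to DMSO and no-cell wells; concentration-response curves classed.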
KB-V1 MDR tox: KB-V1 MDR subline cytotoxicity | AID 1347076 | Potency, µM (doses to about 46.1 µM), for inactives: top-dose activity change, negative = cytotoxicity, hits mostly cytotoxic | KB-V1 MDR cells viability, CellTiter-Glo, 72 h | 400,000 compounds, 3.4% hits; also: % is scaled to controls: 0 for no effect and ±100 for the full control effect; nearly all actives have a fitted effect of over 60% in size
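Following 72 h at 37 degrees C with compound, KB-V1 cell viability was read by CellTiter-Glo luminescence, medium being phenol-red-free DMEM plus 10% FBS; concentration-response parameters came from normalized, curve-fitted qHTS data.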
TDP43 rescue: rescues yeast growth from TDP-43 toxicity | TDP-43 expressing yeast growth rescue, BacTiter-Glo, 24 h | Potency, µM (series often up to 46.1 µM), without a hit: at the highest dose growth rescue (activation), usual class: activators | 410,000 compounds, 1.8% hits; also: % of control where 0% means no effect; nearly all actives have a fitted effect of over 50% in size
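Yeast expressing TDP-43 (pregrown in raffinose, seeded at OD600=0.02 in galactose medium) exposed to compounds 24 hr at 30 deg C. Growth read by BacTiter-Glo luminescence; rescue of toxicity appears as increased signal.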
KB-3-1 cytotox: KB-3-1 parental cell cytotoxicity; KB-3-1 viability, CellTiter-Glo ATP luminescence, 72 h; Potency, µM (series often up to 46.1 µM), without a hit: top-dose activity change, negative = cytotoxic, hits mostly cytotoxic; 400,000 compounds, 1.4% hits; also: % is scaled to controls: 0 for no effect and ±100 for the full control effect; nearly all actives have a fitted effect of over 60% in size
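Viability of parental KB-3-1 cells, measured by CellTiter-Glo luminescence, followed a 72 h incubation at 37 °C with pinned compounds in phenol-red-free DMEM containing 10% FBS.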
SW480 rereplic: induces DNA re-replication in SW480 colon adenocarcinoma cells | SW480 DNA re-replication, Hoechst DNA content imaging, 48 h | Potency, µM (titrated, usually from 46.1 µM), for the others: at the top dose re-replication activation, usual class: activators | 340,000 compounds, 1.8% hits | AID 624297; also: % of control where 0% means no effect; nearly all actives have a fitted effect of over 55% in size
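Hoechst fluorescence of nuclei (405 nm excitation, 500-530 nm emission) measured by plate-scanning imager after 48 hr compound exposure at 37 C; re-replication scored as increased number of nuclei with elevated intensity.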
HT1080NT lethal: kills 2HG-producing HT-1080-NT fibrosarcoma cells; HT-1080-NT fibrosarcoma viability, CellTiter-Glo ATP luminescence, 48 h; Potency, µM (highest dose often 46.1 µM), without a hit: top-dose activity, negative = less viability, hits mostly cytotoxic; 360,000 compounds, 1.6% hits;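 also: NT is the 2HG producing partner of a matched IDH1 knockdown line; 0% = DMSO-treated cells and -100% = media-only wells without cells; nearly all actives have a fitted effect of over 55% in size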
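A 48-hour cytotoxicity screen used HT-1080-NT cells plated 2 hours before compound delivery. ATP-based CellTiter-Glo luminescence measured viability, normalized to DMSO and no-cell controls.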
GLP1R ag: agonists of human GLP-1 receptor. P43220. HEK293 GLP-1R CRE-luciferase, luminescence, 4-6 h; cells express a hypersensitive GLP-1R form. Potency, µM (highest dose often 45.6 µM), for inactives: at the top dose activation, actives largely listed as activators. 380,000 compounds, 0.007% hits; also: % of control where 0% means no effect
Target sequence (P43220 whole entry, looked up): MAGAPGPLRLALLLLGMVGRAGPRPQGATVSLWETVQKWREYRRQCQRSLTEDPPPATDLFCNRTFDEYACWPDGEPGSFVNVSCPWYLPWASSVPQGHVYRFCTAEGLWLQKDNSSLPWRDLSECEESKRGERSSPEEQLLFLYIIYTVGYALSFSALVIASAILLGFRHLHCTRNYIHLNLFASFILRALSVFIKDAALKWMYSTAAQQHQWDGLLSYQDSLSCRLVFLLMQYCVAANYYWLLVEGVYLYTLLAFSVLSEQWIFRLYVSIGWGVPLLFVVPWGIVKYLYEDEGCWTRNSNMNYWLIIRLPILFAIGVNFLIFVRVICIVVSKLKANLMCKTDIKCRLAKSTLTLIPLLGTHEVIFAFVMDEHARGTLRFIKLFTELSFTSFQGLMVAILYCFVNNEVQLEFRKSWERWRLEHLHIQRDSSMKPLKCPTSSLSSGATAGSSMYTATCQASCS
GLP1R cytotox: cytotoxic in the GLP-1 receptor inverse agonist counter-screen; HEK293 cAMP-luciferase reporter cells, luminescence, 24 h; Potency, µM (highest dose often 38.3 µM), inactives show at the top dose activity change, negative = inhibition, actives largely listed as inhibitors; 410,000 compounds, 0.13% hits; AID 624418;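 also: loss of luciferase light is scored as toxicity; % is scaled to controls: 0 for no effect and ±100 for the full control effect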
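Quantitative HTS format, 1536 wells, 200 cells/uL seeded. Compounds: 23 nL, 24 h, 37 °C. Detection: luciferase reagent, luminescence at 12 min RT; decreased signal taken as cytotoxic.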
GLP-1R inv ag: inverse agonists of human GLP-1 receptor; P43220; HEK293 GLP-1R CRE-luciferase, luminescence, 24 h; GLP-1R form is constitutively active; Potency, µM (highest dose often 38.3 µM), for the others: top-dose activity change, negative = inhibition, usual class: inhibitors; 410,000 compounds, 1.6% hits; also: % is scaled to controls: 0 for no effect and ±100 for the full control effect; nearly all actives have a fitted effect of over 55% in size
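Stable HEK293 clone (constitutively active GLP-1R + cAMP-response luciferase); 200 cells/uL plated, 12 h pre-culture, compound 24 hr, 37 deg C/5% CO2; detection reagent 12 min RT; luminescence.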
* = called active by the depositor; & = joins results of further samples; [ ] = another dose, or the depositor's remark. Calls follow the shape of the dose curve; as a rule, active = well fitted curve in the direction sought with a large enough effect; inconclusive = small, poorly fitted or top-dose-only effect, or another doubt; inactive = no such curve, though single readings can be large; an effect the other way counts as inactive or inconclusive. Potency is read from the fitted curve at half-maximal effect.

How did CCc1ccc(NC(=O)CSc2nc(CSc3ccc(C)cc3)cc(=O)[nH]2)cc1 do in these assays?
HT1080 IDH1KD tx: -2%; KB-V1 MDR tox: 0%; TDP43 rescue: -2%; KB-3-1 cytotox: 2%; SW480 rereplic: 7%; HT1080NT lethal: -25%; GLP1R ag: 6%; GLP1R cytotox: 4%; GLP-1R inv ag: -5%

Results for COC(=O)[C@]12CCCCC=C1N(Cc1ccc(Cl)cc1Cl)C(=O)[C@H](CC(=O)N1CCCCC1)C2 ?
HT1080 IDH1KD tx: inconclusive; KB-V1 MDR tox: -28%; TDP43 rescue: inconclusive; KB-3-1 cytotox: -26%; HT1080NT lethal: inconclusive; GLP1R ag: -1%; GLP1R cytotox: 5%; GLP-1R inv ag: inconclusive

Results for O=C1Cc2cc(S(=O)(=O)N3CCCCC3)ccc2N1 ?
HT1080 IDH1KD tx: 6%; KB-V1 MDR tox: 32%; TDP43 rescue: 23%; KB-3-1 cytotox: 6%; SW480 rereplic: -1%; HT1080NT lethal: 0%; GLP1R ag: -4%; GLP1R cytotox: 8%; GLP-1R inv ag: 27%

Results for COc1cccc(-c2c(-c3cc(OC)cc(OC)c3)n(C)c3ccc(-c4cccc5[nH]ccc45)cc23)c1 ?
HT1080 IDH1KD tx: 0%; KB-V1 MDR tox: -26%; TDP43 rescue: 3%; KB-3-1 cytotox: -19%; SW480 rereplic: 5%; HT1080NT lethal: 1%; GLP1R ag: -1%; GLP1R cytotox: 16%; GLP-1R inv ag: inconclusive

How did COCCN(C(=O)COC(=O)c1ccc(C)o1)c1c(N)n(Cc2ccccc2)c(=O)[nH]c1=O do in these assays?
HT1080 IDH1KD tx: 11%; KB-V1 MDR tox: 4%; TDP43 rescue: 6%; KB-3-1 cytotox: -4%; SW480 rereplic: -5%; HT1080NT lethal: 12%; GLP1R ag: 1%; GLP1R cytotox: -17%; GLP-1R inv ag: -3%

What do the screens show for `O=C(Nc1cccc(C(F)(F)F)c1)c1ccc(N2CCNCC2)c([N+](=O)[O-])c1`?
HT1080 IDH1KD tx: inconclusive; KB-V1 MDR tox: -6%; TDP43 rescue: 21%[9.22 µM]; KB-3-1 cytotox: -14%; SW480 rereplic: inconclusive; HT1080NT lethal: 16µM*; GLP1R ag: 14%; GLP1R cytotox: 1%[7.66 µM]; GLP-1R inv ag: inconclusive

What do the screens show for `Cc1cccc(C)c1N(CC(O)Cn1c2ccccc2c2ccccc21)S(C)(=O)=O` (stereo not drawn)?
HT1080 IDH1KD tx: inconclusive; KB-V1 MDR tox: inconclusive; TDP43 rescue: -23%; KB-3-1 cytotox: 8%; SW480 rereplic: 1%; HT1080NT lethal: inconclusive; GLP1R ag: 7%; GLP1R cytotox: -12%; GLP-1R inv ag: -17%

What do the screens show for `CCCCOc1ccc(C(=O)NCC(=O)NNC(=O)C2COc3ccccc3O2)cc1` (stereo not drawn)?
HT1080 IDH1KD tx: 7%; KB-V1 MDR tox: 0%; TDP43 rescue: 14%; KB-3-1 cytotox: 12%; SW480 rereplic: -14%; HT1080NT lethal: 2%; GLP1R ag: -3%; GLP1R cytotox: -33%; GLP-1R inv ag: -13%

How did CN(C)CCOC(c1ccc(Cl)cc1)c1ccccn1 (stereo not drawn) do in these assays?
HT1080 IDH1KD tx: -6%&-9%; KB-V1 MDR tox: -15%&-12%; TDP43 rescue: -2%; KB-3-1 cytotox: 0%&0%; SW480 rereplic: 9%&-9%&-22%; HT1080NT lethal: -21%&9%; GLP1R ag: -3%&-2%&-2%; GLP1R cytotox: 1%&6%; GLP-1R inv ag: 5%&-11%

What do the screens show for `COc1ccc(N(CC(=O)Nc2ccc(C)c(C)c2)S(=O)(=O)c2c(C)n[nH]c2C)cc1`?
HT1080 IDH1KD tx: -11%; KB-V1 MDR tox: inconclusive; TDP43 rescue: -3%; KB-3-1 cytotox: 0%; SW480 rereplic: 7%; HT1080NT lethal: -7%; GLP1R ag: -4%; GLP1R cytotox: -6%; GLP-1R inv ag: -27%

Results for Cc1ccc(-c2nc(CS(=O)CC(=O)N3CCN(c4ncccn4)CC3)c(C)o2)cc1 (stereo not drawn) ?
HT1080 IDH1KD tx: -13%; KB-V1 MDR tox: -2%; TDP43 rescue: 6%; KB-3-1 cytotox: -7%; SW480 rereplic: 21%; HT1080NT lethal: -6%; GLP1R ag: -2%; GLP1R cytotox: -11%; GLP-1R inv ag: -10%

How did COc1cccc(N2CC(O)Cn3c2nc2c3c(=O)n(CCCc3ccccc3)c(=O)n2C)c1 (stereo not drawn) do in these assays?
HT1080 IDH1KD tx: -17%; KB-V1 MDR tox: inconclusive; TDP43 rescue: 0%; KB-3-1 cytotox: -21%; SW480 rereplic: -8%; HT1080NT lethal: -3%; GLP1R ag: -3%; GLP1R cytotox: 1%; GLP-1R inv ag: inconclusive

How did CC1(C)OC(=O)C2=C(C[C@@H](C3CCCCC3)O[C@H]2c2ccc(Cl)cc2)O1 do in these assays?
HT1080 IDH1KD tx: -23%; KB-V1 MDR tox: 0%; TDP43 rescue: -8%; KB-3-1 cytotox: -1%; HT1080NT lethal: -18%; GLP1R ag: 6%; GLP1R cytotox: 6%; GLP-1R inv ag: inconclusive

What do the screens show for `Cc1ccc(-c2ccc(C(=O)NCc3ccccc3)o2)c2ccccc12`?
HT1080 IDH1KD tx: -6%; KB-V1 MDR tox: -1%; TDP43 rescue: 27%; KB-3-1 cytotox: -1%; SW480 rereplic: 21%; HT1080NT lethal: -1%; GLP1R ag: 3%; GLP1R cytotox: -9%; GLP-1R inv ag: inconclusive

What do the screens show for `CC1=CC(C)(C)NC(=S)N1c1ccc([N+](=O)[O-])cc1`?
HT1080 IDH1KD tx: inconclusive; KB-V1 MDR tox: -10%; TDP43 rescue: 0%; KB-3-1 cytotox: -1%; SW480 rereplic: -10%; HT1080NT lethal: -27%; GLP1R ag: 1%; GLP1R cytotox: inconclusive; GLP-1R inv ag: inconclusive

The list goes on; the last 2 above are carried over.
What do the screens show for `Cc1ccc(-c2ccc(C(=O)NCc3ccccc3)o2)c2ccccc12`?
HT1080 IDH1KD tx: -6%; KB-V1 MDR tox: -1%; TDP43 rescue: 27%; KB-3-1 cytotox: -1%; SW480 rereplic: 21%; HT1080NT lethal: -1%; GLP1R ag: 3%; GLP1R cytotox: -9%; GLP-1R inv ag: inconclusive

What do the screens show for `CC1=CC(C)(C)NC(=S)N1c1ccc([N+](=O)[O-])cc1`?
HT1080 IDH1KD tx: inconclusive; KB-V1 MDR tox: -10%; TDP43 rescue: 0%; KB-3-1 cytotox: -1%; SW480 rereplic: -10%; HT1080NT lethal: -27%; GLP1R ag: 1%; GLP1R cytotox: inconclusive; GLP-1R inv ag: inconclusive

What do the screens show for `NC(=O)c1cc([N+](=O)[O-])c(Cl)cc1NCc1ccncc1`?
HT1080 IDH1KD tx: 4%; KB-V1 MDR tox: 28%; TDP43 rescue: 20%; KB-3-1 cytotox: 5%; SW480 rereplic: -6%; HT1080NT lethal: 0%; GLP1R ag: 4%; GLP1R cytotox: 0%; GLP-1R inv ag: 5%

What do the screens show for `CCN(CC)C(=O)c1cccc(NC(=O)C2CCN(C(=O)c3cccs3)CC2)c1`?
HT1080 IDH1KD tx: 1%; KB-V1 MDR tox: 7%; TDP43 rescue: -19%; KB-3-1 cytotox: 3%; SW480 rereplic: -6%; HT1080NT lethal: 11%; GLP1R ag: 2%; GLP1R cytotox: -6%; GLP-1R inv ag: 8%

How did O=C(O)Cn1c(=O)c2cccn2c2ccccc21 do in these assays?
HT1080 IDH1KD tx: 2%; KB-V1 MDR tox: inconclusive; TDP43 rescue: 10%; KB-3-1 cytotox: 1%; SW480 rereplic: -3%; HT1080NT lethal: 16%; GLP1R ag: -5%; GLP1R cytotox: -2%; GLP-1R inv ag: 1%

How did CCOC(=O)c1ccc(NS(=O)(=O)c2cc3c4c(c2)CCN4C(=O)CC3)cc1 do in these assays?
HT1080 IDH1KD tx: 0%; KB-V1 MDR tox: inconclusive; TDP43 rescue: 10%; KB-3-1 cytotox: 2%; SW480 rereplic: 2%; HT1080NT lethal: 0%; GLP1R ag: 18%; GLP1R cytotox: 1%; GLP-1R inv ag: 41%[activator]

Results for CCN1C(=O)N(c2ccc(Cl)cc2)C(C)=CC1(C)C ?
HT1080 IDH1KD tx: 0%; KB-V1 MDR tox: 0%; TDP43 rescue: 26%; KB-3-1 cytotox: -1%; SW480 rereplic: -2%; HT1080NT lethal: 5%; GLP1R ag: 19%; GLP1R cytotox: 1%; GLP-1R inv ag: inconclusive

How did Cc1ccc(Cn2c(=O)c3c(ncn3C)n(C)c2=O)cc1 do in these assays?
HT1080 IDH1KD tx: -9%; KB-V1 MDR tox: -27%; TDP43 rescue: -10%; KB-3-1 cytotox: -1%; SW480 rereplic: 4%; HT1080NT lethal: -11%; GLP1R ag: 8%; GLP1R cytotox: 6%; GLP-1R inv ag: 90%[activator]

How did CCOc1cc(N2CCOCC2)c(OCC)cc1NC(=O)c1ccc2ncsc2c1 do in these assays?
HT1080 IDH1KD tx: -3%; KB-V1 MDR tox: -11%; TDP43 rescue: 27%; KB-3-1 cytotox: -19%; SW480 rereplic: -11%; HT1080NT lethal: -4%; GLP1R ag: 12%; GLP1R cytotox: 5%; GLP-1R inv ag: 87%[activator]

How did Cc1oc2c(Cl)c(Cl)c(O)c(CN(C)C)c2c1C(=O)c1ccc(Cl)cc1 do in these assays?
HT1080 IDH1KD tx: -10%; KB-V1 MDR tox: -2%; TDP43 rescue: 0%; KB-3-1 cytotox: 1%; SW480 rereplic: -8%; HT1080NT lethal: -19%; GLP1R ag: -4%; GLP1R cytotox: -2%; GLP-1R inv ag: inconclusive

How did COc1ccc(-n2c(-c3ccco3)n[nH]c2=S)cc1 do in these assays?
HT1080 IDH1KD tx: 2%; KB-V1 MDR tox: 4%; TDP43 rescue: 0%; KB-3-1 cytotox: 22%; SW480 rereplic: -11%; HT1080NT lethal: 1%; GLP1R ag: -11%; GLP1R cytotox: -7%; GLP-1R inv ag: -2%

High-throughput results from PubChem BioAssay.
